# CHT inh: human CHT choline transport inhibition; Q9GZV3; CHT-expressing cells, membrane potential dye, choline response; stronger effect = lower value; B-score at 10 µM; actives 0.86% (n = 310,000);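 active = B-score over 3 SD under the library average, and starting fluorescence ratio not unusually high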;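 note: choline stimulus applied at its EC90 after an EC20 pre-addition; B-score computed on integrated fluorescence ratio after choline addition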
# Target sequence (Q9GZV3 whole entry, looked up): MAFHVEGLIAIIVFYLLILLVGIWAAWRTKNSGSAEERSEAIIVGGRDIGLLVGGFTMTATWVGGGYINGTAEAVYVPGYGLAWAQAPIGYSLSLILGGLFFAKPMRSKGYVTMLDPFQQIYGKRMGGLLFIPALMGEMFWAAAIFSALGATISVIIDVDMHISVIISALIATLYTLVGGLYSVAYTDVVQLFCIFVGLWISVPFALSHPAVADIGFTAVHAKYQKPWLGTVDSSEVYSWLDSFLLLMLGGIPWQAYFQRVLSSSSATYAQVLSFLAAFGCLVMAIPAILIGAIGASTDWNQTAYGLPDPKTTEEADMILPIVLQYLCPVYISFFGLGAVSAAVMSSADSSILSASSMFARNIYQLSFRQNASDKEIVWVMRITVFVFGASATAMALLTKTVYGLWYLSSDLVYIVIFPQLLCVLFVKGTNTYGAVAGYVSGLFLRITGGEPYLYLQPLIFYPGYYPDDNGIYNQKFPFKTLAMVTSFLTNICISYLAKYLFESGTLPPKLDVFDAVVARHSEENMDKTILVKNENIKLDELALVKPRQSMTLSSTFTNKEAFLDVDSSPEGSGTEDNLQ
# KCNQ2 block: KCNQ2 potassium channel inhibitors, primary screen, cell-based, CHO-K1, FluxOR thallium flux, B-score (AID 2156). 20 min; stronger effect = lower value. O88943. actives 1.1% (n = 310,000). B-score at 10 µM;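 active = fluorescence ratio B-score at most minus 3 library SDs, with starting brightness B-score within 2 library SDs, cut at about -5.5 in these data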
# Kir21 block: inhibitors of mouse Kir2.1 inward-rectifier potassium channel; P35561; HEK293-Kir2.1, FluxOR thallium flux fluorescence; stronger effect = lower value; B-score at 10 µM; actives 0.85% (n = 310,000); AID 1672;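 active = fluorescence ratio B-score at or below minus 3 SD of library scores, with starting-brightness B-score within 2 SD, cut at about -4.2 in these data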;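 note: channel flux triggered by added potassium and thallium sulfate stimulus; B-score of peak minus minimum fluorescence over baseline after thallium stimulus; more negative B-score means stronger Kir2.1 block with less thallium influx; some compounds called inactive have numbers as strong as hits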
# Target sequence (P35561 whole entry, looked up): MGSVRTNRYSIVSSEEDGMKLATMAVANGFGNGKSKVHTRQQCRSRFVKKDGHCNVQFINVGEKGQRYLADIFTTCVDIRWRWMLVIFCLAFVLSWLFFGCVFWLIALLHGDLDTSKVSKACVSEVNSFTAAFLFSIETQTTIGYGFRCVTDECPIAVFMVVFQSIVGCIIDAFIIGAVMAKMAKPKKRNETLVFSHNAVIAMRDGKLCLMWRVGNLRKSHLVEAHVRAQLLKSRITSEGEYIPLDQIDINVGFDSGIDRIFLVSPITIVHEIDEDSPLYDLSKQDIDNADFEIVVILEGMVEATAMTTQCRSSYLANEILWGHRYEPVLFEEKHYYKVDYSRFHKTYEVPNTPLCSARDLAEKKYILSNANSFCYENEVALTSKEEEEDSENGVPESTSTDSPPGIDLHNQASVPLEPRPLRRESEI
# The depositor's hits bear a star; i = inactive; . = not tested or not shown. An unsorted share of the library; overall some 2.6% were active at least once.
CHT inh | KCNQ2 block | canonical_smiles | Kir21 block
i | i | CCOc1ccc2nc(SC3CC(=O)N(c4ccc(OC)cc4OC)C3=O)sc2c1 (stereo unspecified) | -0.03
i | i | Brc1cnc(N2CCCC2)nc1N1CCCCC1 | 1.2
i | i | COc1ccc2cc(C(=O)C3CCCN(C(=O)c4ccnn4C)C3)ccc2c1 (stereo unspecified) | -0.22
i | i | CCOC(=O)c1c(Nc2nc(C)c(C(=O)NC)s2)sc(C)c1C | -1.9
i | i | COc1ccc(S(=O)(=O)NC2(C(F)(F)F)NC(=O)N(CCc3ccccc3)C2=O)cc1 (stereo unspecified) | -0.4
i | i | O=C(CN1C(=O)C2CC=CCC2C1=O)Nc1ccc(S(=O)(=O)Nc2nccs2)cc1 (stereo unspecified) | 1.2
i | i | CCCc1cc(C(=O)Nc2ccc(C(=O)c3ccc(C)cc3)cc2)n(C)n1 | 0.23
i | -7.5* | COC(=O)[C@H](CC(C)C)NC(=O)NC1CCCc2ccccc21 (stereo partly specified) | -0.56
i | i | CCc1cc(=O)[nH]c(SC/C=C/c2ccccc2)n1 | 2.1
i | i | CCN(CC)C(=O)c1cn(CCC#N)nc1-c1ccc(F)cc1 | -0.71
i | i | O=C(CCc1ccc(S(=O)(=O)NCCc2ccccc2)cc1)NCc1ccco1 | -3.6
-6.4* | i | O=C(Nc1ccccc1)c1ccc(=O)n(Cc2ccc(F)c(F)c2)c1 | 1.2
i | i | COc1ccc(CCNC(=O)C2CCCN2C(=O)Nc2cccc(OC)c2)cc1 (stereo unspecified) | -1.4
i | i | Cc1ccc(NC(=O)N2CCN(Cc3ccc4c(c3)OCO4)CC2)cc1 | 1.2
i | i | Cn1c(SCC(=O)Nc2ccc(C(N)=O)cc2)nc2c(c1=O)SCC2 | 0
i | i | COc1ccc(CC(=O)OCC(=O)N(C)C2CCS(=O)(=O)C2)cc1OC (stereo unspecified) | 1.6
i | i | CN(C)c1ccc(-c2nn3c(-c4ccccc4Cl)nnc3s2)cc1 | 0.78
i | i | CC(C)C(=O)N1CCN(c2ccc([N+](=O)[O-])c(NC(C)c3ccccc3)c2)CC1 (stereo unspecified) | -0.01
i | i | CCc1nccn1CCC(=O)NC1CCCc2c1cnn2-c1ccc(F)cc1F (stereo unspecified) | -0.99
i | i | COC(=O)c1cc(S(=O)(=O)N2CCCC2)c(Cl)cc1Cl | -1.6
i | i | COc1ccc(-c2nc3cnccn3c2NCc2ccccc2)cc1SC1CCCCC1 | 0.95
i | i | O=C(O)C1CCCN1C(=O)Nc1ccc(F)cc1 (stereo unspecified) | 2.4
i | i | NS(=O)(=O)c1ccc(NC(=S)Nc2ccc(F)c(F)c2)cc1 | 0.4
i | i | Cc1ccc([C@@H]2[C@@H]3C(=O)N(C)C(=O)[C@@H]3[C@]3(Cc4ccccc4)C(=O)N(CCO)CC(=O)N23)o1 | -1.2
i | i | CN(C)C(CNc1ccc(C(F)(F)F)cc1[N+](=O)[O-])c1ccccc1 (stereo unspecified) | -0.11
i | i | CCOC(=O)N1CCN(S(=O)(=O)c2ccc(C(=O)N(CCCN(C)C)c3nc4ccc(CC)cc4s3)cc2)CC1 | 0.29
i | i | CCOc1ccccc1NC(=O)CSc1nnc(Cc2ccc(OC)cc2)c(=O)n1N | -1.1
i | i | C=CCNC(=O)c1c(Br)cnn1-c1ccc(C)cc1 | -1.6
i | i | COc1cc(Cl)c(C)cc1NC(=O)CSCC#N | 0.57
i | i | Cc1ccc(OCc2cc(C(=O)NCCc3cccnc3)no2)cc1C | -0.67
i | i | CCCCCCCCCCC[C@@H](C[C@@H]1OC(=O)[C@H]1CCCCCC)OC(=O)[C@H](CC(C)C)NC=O | 1
i | i | Cc1nnc(SCC2CCCO2)n1-c1ccccc1 (stereo unspecified) | 0.06
i | i | Oc1ccc(C(=S)N2CCCCC2)cc1Cl | 1.3
i | i | CCC(C)NC(=O)Cn1cc2c(n1)CCC(C)C2 (stereo unspecified) | 1.2
i | i | Cc1ccc2nc(C3CCCCC3)[nH]c2c1 | 0.77
i | i | COc1ccc(Nc2nc(C)cc(C)c2C(N)=O)c(OC)c1 | -0.77
i | i | CCc1ccc(N2CN=c3s/c(=C\c4ccccc4)c(=O)n3C2)cc1 | -0.8
i | i | O=S(=O)(/C=C/c1ccccc1)NC1CCCCCCC1 | -0.02
i | i | CCCCC(c1nnnn1CC1CCCO1)N1CCN(c2ccccc2)CC1 (stereo unspecified) | 0.34
i | i | CCCCOC(=O)CSC1=C(C#N)C(c2cccnc2)C(C(=O)OCC)=C(c2ccccc2)N1 (stereo unspecified) | 0.02
i | i | Cc1ccc(-n2nnnc2-c2nc3ccccc3s2)cc1 | -2.2
i | i | Cc1nnsc1C(=O)N/N=C/c1ccc2ccccc2c1O | -2.8
i | i | O=C(CCCCCNC(=O)N1CCn2c1nc1ccccc12)NCc1ccccc1Cl | 0.57
i | i | O=C(CCN1C(=O)/C(=C/c2ccc(F)cc2)SC1=S)NCCCn1ccnc1 | 1.8
i | i | Cn1c(SCC(=O)NC2CC2)nnc1-c1ccccn1 | 1.4

# Ordered by length of the SMILES (low to high): some entries from above
CHT inh | KCNQ2 block | canonical_smiles | Kir21 block
i | i | Cc1ccc2nc(C3CCCCC3)[nH]c2c1 | 0.77
i | i | Cc1nnc(SCC2CCCO2)n1-c1ccccc1 (stereo unspecified) | 0.06
i | i | Cc1ccc(-n2nnnc2-c2nc3ccccc3s2)cc1 | -2.2
i | i | COc1ccc(Nc2nc(C)cc(C)c2C(N)=O)c(OC)c1 | -0.77
i | i | O=C(CCCCCNC(=O)N1CCn2c1nc1ccccc12)NCc1ccccc1Cl | 0.57
i | i | O=C(CCN1C(=O)/C(=C/c2ccc(F)cc2)SC1=S)NCCCn1ccnc1 | 1.8
i | i | CCCCCCCCCCC[C@@H](C[C@@H]1OC(=O)[C@H]1CCCCCC)OC(=O)[C@H](CC(C)C)NC=O | 1

# More results follow.
CHT inh | KCNQ2 block | canonical_smiles | Kir21 block
i | i | CC(=O)Nc1ccc(OCC(O)CN2CCN(S(=O)(=O)c3ccc(NC(C)=O)cc3)CC2)cc1 (stereo unspecified) | 0.12
i | i | CCC1CN(C(=O)NCc2cccc(OC)c2)c2ccccc2O1 (stereo unspecified) | -0.72
. | i | Clc1ccc(COn2ccnc2)cc1Cl | 0.17
i | i | COc1ccccc1-c1ccc(Nc2cccc(C(F)(F)F)c2)nn1 | -1.7
i | i | CCOC(=O)N1CCN(S(=O)(=O)c2cc(OCC(N)=O)c(C)cc2Cl)CC1 | 0.73
i | i | N#Cc1nc(-c2cccs2)oc1NCCc1ccccc1 | 0.58
i | i | COc1cccc(OC)c1C(=O)NC(C)C12CC3CC(CC(C3)C1)C2 (stereo unspecified) | -0.91
i | i | NNC(=O)c1cccc(COc2cccc(Br)c2)c1 | 0.69
i | i | COc1ccc(-n2c(C)cc(C(=O)Cn3nc(C(=O)O)c4ccccc4c3=O)c2C)cc1 | 0.16
i | i | CCOc1ccc(NC(=O)CN2C(=O)C3CC=CCC3C2=O)cc1 (stereo unspecified) | -0.16
i | i | Cn1c(SCC(=O)Nc2cccc(F)c2)nc2c(c1=O)SCC2 | 0
i | i | C=CCNCCOc1cccc(Br)c1 | 0.98
i | i | CCOC(=O)C1=CSC2=NS(=O)(=O)CCN12 | 0.22
i | i | CCOc1ccc(NC(=O)CSc2nnnn2-c2ccc(C(N)=O)cc2)cc1 | -0.83
i | i | COCC(=O)N/N=C(\C)CC(=O)NCc1ccco1 | 0.6
i | i | COc1ccc(CNC(=O)CCCSc2ccccc2)cc1 | -0.05
i | i | COc1ccc(OC)c(C2C(C(N)=O)=C(C)Nc3nc(-c4cccc(Cl)c4)nn32)c1 (stereo unspecified) | 0.61
i | i | COC(=O)CSc1nc2cc3c(cc2cc1C)OCCO3 | -0.51
i | i | O=C(Nc1cccc(-c2nn[nH]n2)c1)c1cccs1 | -0.04
i | i | Cc1ccc(NC(=O)c2ccsc2)cc1NS(C)(=O)=O | 1.2
i | i | Cc1cc2cc(C(c3nnnn3Cc3ccco3)N3CCc4ccccc43)c(=O)[nH]c2cc1C (stereo unspecified) | -0.02
i | i | CC1CCCN(C(=O)Cn2c(=O)oc3ccccc32)C1 (stereo unspecified) | 0.54
i | i | COc1ccc(NC(=O)CCNC(=O)Cn2cnc3ccccc3c2=O)cc1OC | -0.44
i | i | O=Cc1ccc(OC(=O)CCCCC(=O)Oc2ccc(C=O)cc2)cc1 | 1.7
i | i | CO/C([O-])=N/c1c[n+](-c2ccc(Cl)cc2)no1 | -1.1
i | i | Cc1ccc2nc(NC(=O)c3ccco3)sc2c1 | -0.2
i | i | Cc1cc(C)n2nc(NCc3ccccc3)nc2n1 | 0.22
i | i | Cc1ccc2c(c1)c1c(n2CC(O)Cn2c(C)nc3ccccc32)CCCC1 (stereo unspecified) | -1.2
i | i | C/C(=N\NC(=O)c1csc(C)c1C)c1ccco1 | 1.5
i | i | CCc1ccc(NC(=O)C(C)OC(=O)CC(NC(C)=O)c2ccccc2)cc1 (stereo unspecified) | -0.75

# In a second layout: 4 of the compounds above.
Cc1cc2cc(C(c3nnnn3Cc3ccco3)N3CCc4ccccc43)c(=O)[nH]c2cc1C (stereo unspecified)
  CHT inh: i; KCNQ2 block: i; Kir21 block: -0.02
CC1CCCN(C(=O)Cn2c(=O)oc3ccccc32)C1 (stereo unspecified)
  CHT inh: i; KCNQ2 block: i; Kir21 block: 0.54
COc1ccc(NC(=O)CCNC(=O)Cn2cnc3ccccc3c2=O)cc1OC
  CHT inh: i; KCNQ2 block: i; Kir21 block: -0.44
O=Cc1ccc(OC(=O)CCCCC(=O)Oc2ccc(C=O)cc2)cc1
  CHT inh: i; KCNQ2 block: i; Kir21 block: 1.7

# Other records
CHT inh | KCNQ2 block | canonical_smiles | Kir21 block
i | i | Cc1ccc(-c2cc(C(F)F)n3ncc(C(=O)N4CCc5ccccc5C4)c3n2)cc1 | 0.07
i | i | Clc1cccc(Cl)c1-c1nnc2ccc(N3CCOCC3)nn12 | -0.21
i | i | Cc1cccc(-n2cc3c(=O)n(C)c(=O)n(C)c3c2)c1 | 1.3
i | i | COc1cc([N+](=O)[O-])ccc1-c1ccc(/C=N\n2cnnc2)o1 | 1.2
i | i | O=[N+]([O-])c1ccc(OCCN2CCCCCC2)cc1 | 0.78
i | i | CC(=O)N1N=C(c2ccc(Cl)cc2)OC12CCCC2 | 1.4
i | i | Cn1c(SCc2nc3ccccc3[nH]2)nnc1-c1cnccn1 | -2.9
i | i | CCOC(=O)C(=CNc1cc(C(F)(F)F)ccc1N1CCOCC1)C(=O)OCC | 1.1
i | i | CC1=C(C(=O)OCc2ccccc2)C(c2cccc([N+](=O)[O-])c2)NC(=O)N1 (stereo unspecified) | 0.99
i | i | CC(=O)c1cc2c(cc1NC(=O)C1CC=CCC1C(=O)O)OCO2 (stereo unspecified) | -1.3
i | i | CC(Nc1nc2ncn(Cc3ccccc3)c2c(=O)[nH]1)C(=O)O (stereo unspecified) | 1.3
i | i | CC(C)CN(C(=O)Cn1nnc(-c2ccc(F)cc2)n1)C1CCS(=O)(=O)C1 (stereo unspecified) | 2.2
i | i | Cc1cc(Cl)ccc1OCC(O)CN1C(C)CCCC1C (stereo unspecified) | -1.2
i | i | COc1ccc(-c2c(C)nc(N)nc2-c2ccc(OC)cc2O)cc1 | -0.23
i | i | Cc1ccc(/C=N/NC(=O)c2nnn(-c3nonc3N)c2CSc2ccc(Cl)cc2)o1 | 2.9
i | i | Cc1cc(C)n(C(=O)CCCn2nc(C)c([N+](=O)[O-])c2C)n1 | 0.95
i | i | CCCCCCc1cc2cc(-c3nnc(-c4cc(OC)c(OC)c(OC)c4)o3)c(=O)oc2cc1O | -3.9
i | i | COc1cc(/C=N/Nc2nc(Nc3ccccc3)nc(-n3nc(C)cc3C)n2)cc(OC)c1OC | 0.17
i | i | CCc1ccc2oc(C(=O)Nc3ccc(S(N)(=O)=O)cc3)c(C)c2c1 | 0
i | i | CCC(C)(C)NC(=O)C(c1ccc(OC)cc1)N(CC1CCCO1)C(=O)CCC(=O)Nc1cc(C)on1 (stereo unspecified) | -0.18
i | i | COC(=O)c1ccccc1NC(=S)N1CCN(C2CCCCC2)CC1 | 0.1
i | i | Cc1ccccc1Nc1nc(N)nc(CSc2nnnn2C)n1 | 0.94
i | i | CCOc1ccc(NC(=O)N2CCN(CC)CC2)cc1 | -0.7
i | i | COc1ccc(S(=O)(=O)N2CCN(C(=O)CNC(=O)c3ccc4c(c3)OCO4)CC2)cc1 | 1.3
i | i | CC(C)c1ccc(OCC(=O)NCc2n[nH]c(=O)c3ccccc23)cc1 | -0.23
i | i | CN(Cc1ccccc1)C(=O)CN(C)S(=O)(=O)c1ccc(F)cc1 | -1.2
i | i | COc1cccc(CNC(=O)C2CCN(S(=O)(=O)c3ccc(-n4cnnn4)cc3)CC2)c1 | 1.5
i | i | COCc1cc(C)nc(OCC(=O)N/N=C/c2ccccc2O)c1C#N | -0.1
i | i | FCCCOc1ccc(/C=N/OCc2c(Cl)cccc2Cl)cc1 | 0.69
i | i | CC(C)(C)OC(=O)n1cc(C(=O)c2ccccc2O)cn1 | 1.2
i | i | Cn1c(NC2CCCCC2)c(N=O)c(=O)n(C)c1=O | -1.2
i | i | O=Cc1c(N2CCN(c3ccccc3)CC2)nc2ccccn2c1=O | 1.9
i | i | Cc1cccnc1NC(=O)c1cccc(S(=O)(=O)NCc2ccccc2)c1 | -0.81
i | i | Cn1c2ccccc2c(=O)c2cc(C#Cc3ccccn3)ccc21 | 0.29
i | i | Cc1c(Cl)cccc1NC(=S)NCC1COc2ccccc2O1 (stereo unspecified) | -2.9
